# ANO1 block: blocks the mouse calcium-activated chloride channel TMEM16A. Q8BHY3. HEK293 TMEM16A/YFP iodide influx fluorescence, ionomycin. normalized B-score (activity score, 25-100; higher = stronger inhibition) at 10 µM. actives 1.2% (n = 310,000);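 active = ratio plate-corrected score three or more library SD toward inhibition, starting fluorescence score within five deviations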;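 note: score derived from kinetic fluorescence span divided by baseline fluorescence per well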
# MrgX1 PAM: human MrgX1 positive allosteric modulation, primary screen. Q96LB2. MrgX1-HEK293, Fluo-4 calcium flux, FDSS; hits give high values. B-score at 10 µM. actives 0.63% (n = 310,000). AID 588675;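 active = plate-corrected calcium response at least 3 library SD above typical, normal starting fluorescence, not activating the receptor alone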;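 note: compound read alongside a low EC10 to EC30 dose of BAM8-22 agonist; peak minus trough fluorescence over baseline measured at the second addition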
# TRPC6 activator: activators of mouse TRPC6 channel. AID 2550. HEK293-TRPC6 membrane potential dye fluorescence; hits give high values. actives 0.13% (n = 310,000). B-score at 10 µM;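 active = B-score of the integrated fluorescence ratio above library mean plus 3 SD, and starting fluorescence ratio within library mean plus 5 SD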;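 note: higher score means more depolarization so channel activation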
# TRPC4 act: opens the mouse TRPC4 cation channel | B-score at 10 µM | actives 0.49% (n = 310,000) | HEK293 TRPC4beta/mu-opioid, Fluo4 calcium fluorescence; hits give high values;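 active = B-score above 5 SD of library B-scores, and initial fluorescence ratio not above library mean plus 5 SD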;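 note: positive B-score marks a calcium rise read as TRPC4 activation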
# Target sequence (Q9QUQ5 whole entry, looked up): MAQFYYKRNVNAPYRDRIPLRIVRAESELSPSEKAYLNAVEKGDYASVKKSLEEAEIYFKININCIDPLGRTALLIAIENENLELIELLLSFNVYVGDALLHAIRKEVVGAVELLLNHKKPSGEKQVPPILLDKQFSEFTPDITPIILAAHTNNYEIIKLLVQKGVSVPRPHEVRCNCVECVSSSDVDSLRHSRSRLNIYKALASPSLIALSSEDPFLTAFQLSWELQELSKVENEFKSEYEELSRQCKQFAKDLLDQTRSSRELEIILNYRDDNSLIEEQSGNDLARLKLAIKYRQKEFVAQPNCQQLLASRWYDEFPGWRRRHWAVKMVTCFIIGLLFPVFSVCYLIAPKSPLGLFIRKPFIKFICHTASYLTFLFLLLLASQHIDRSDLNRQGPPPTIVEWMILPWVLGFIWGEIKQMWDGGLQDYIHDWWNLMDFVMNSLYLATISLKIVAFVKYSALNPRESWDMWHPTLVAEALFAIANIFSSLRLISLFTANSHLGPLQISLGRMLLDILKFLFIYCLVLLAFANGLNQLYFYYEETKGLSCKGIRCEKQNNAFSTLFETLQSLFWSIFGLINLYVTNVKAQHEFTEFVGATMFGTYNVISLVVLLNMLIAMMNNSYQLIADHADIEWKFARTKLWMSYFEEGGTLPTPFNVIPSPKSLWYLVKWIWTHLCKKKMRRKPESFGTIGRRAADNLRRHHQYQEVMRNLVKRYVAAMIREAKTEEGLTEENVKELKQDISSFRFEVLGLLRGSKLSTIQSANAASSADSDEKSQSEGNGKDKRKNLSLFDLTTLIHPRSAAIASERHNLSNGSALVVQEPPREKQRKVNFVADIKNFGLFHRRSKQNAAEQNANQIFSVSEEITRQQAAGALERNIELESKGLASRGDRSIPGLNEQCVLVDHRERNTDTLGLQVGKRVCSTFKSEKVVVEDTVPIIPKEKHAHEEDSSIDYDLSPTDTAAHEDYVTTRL
#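 Incubation: 45 min room-temperature Fluo4 loading, 110 s read / System: HEK293 cells stably co-expressing mouse TRPC4beta and mu-opioid receptor / Signal: Fluo4 fluorescence, kinetic / Control set: buffer (low) and maximal DAMGO (high) / Measure: integrated baseline-normalised fluorescence ratio, converted to per-well B score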
# TMEM16A act: activators or potentiators of mouse TMEM16A chloride channel | Q8BHY3 | HEK293 TMEM16A/YFP-H148Q/I152L, iodide quench fluorescence; hits give low values | B-score at 10 µM | actives 0.3% (n = 340,000);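 active = fluorescence-ratio B-score plate-corrected deviation score at least 3 library SD below zero, with starting fluorescence score within 5 deviations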;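 note: channel opened by trigger with iodide after compound preincubation; score built on the fluorescence ratio of max minus min over baseline; more negative score means more quench and so TMEM16A activation or potentiation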
# TRPC6 inh: mouse TRPC6 channel inhibition | Q61143 | HEK293-TRPC6, membrane potential dye, ACh-evoked depolarization; hits give low values | B-score at 10 µM | actives 1.1% (n = 310,000) | AID 2553;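 active = B-score under library mean minus 3 SD, initial fluorescence not abnormally high, positive integrated signal ratio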;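 note: B-score derived from integrated fluorescence ratio over the kinetic read; more negative B-score means stronger inhibition of depolarization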
# MrgX1 antagonist: human MrgX1 receptor antagonism, primary screen | Q96LB2 | MRGX1-HEK293 calcium flux, Fluo-4, BAM8-22 antagonism; hits give low values | B-score at 10 µM | actives 1.3% (n = 310,000) | AID 588676;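 active = calcium-response B-score plate-corrected more than 3 library SD below zero, starting fluorescence within 5 deviations, no agonist response on first addition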;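 note: peak minus trough fluorescence over baseline after final BAM8-22 challenge near maximal dose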
# MrgX1 ag: agonists of human MrgX1 receptor | MrgX1-HEK293 cells, Fluo-4 calcium fluorescence, agonist mode; hits give high values | B-score at 10 µM | actives 0.44% (n = 310,000) | AID 588627;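 active = calcium response B-score plate-corrected fluorescence ratio at least 3 library SD, with starting fluorescence B-score inside 5 SD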
#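 Material: HEK293 cells stably expressing human MrgX1 receptor | Quantity: 15,000 cells per well | Times: Cells plated overnight, dye loaded 0.5 h 37 °C, 0.5 h room temperature | Measured by: Kinetic Fluo-4 NW fluorescence of intracellular calcium | Control set: Positive and negative controls per plate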
# TRPC4 block: TRPC4 (mouse) channel inhibition; Q9QUQ5; HEK293 TRPC4beta/mu-opioid, DAMGO-evoked Fluo4 calcium flux; hits give low values; B-score at 10 µM; actives 0.39% (n = 300,000); AID 2247;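 active = B-score over 3 SD under the library average, no early fluorescence shift, positive overall ratio signal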
#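 Assay system: HEK293 cells with stable TRPC4beta plus mu-opioid receptor expression; Probe or stimulus: DAMGO in two steps, submaximal then maximal; Dosing: single-point compound dosing; Measured by: Fluo4 calcium-dye fluorescence, kinetic read; Read-out basis: B score from integrated Fluo4 fluorescence ratio.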
# TRPC4 PAM: allosteric potentiators of mouse TRPC4 channel; Q9QUQ5; HEK293 TRPC4beta/mu-opioid, DAMGO EC20, Fluo-4 Ca2+ flux; hits give high values; B-score at 10 µM; actives 0.42% (n = 310,000); AID 2227;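 active = B-score of calcium response area above 5 SD of library B-scores, with initial fluorescence ratio within 5 SD of library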;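 note: B-score of integrated fluorescence ratio over time as area under calcium response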
# RGS4 block: inhibitors of human RGS4; P49798; actives 0.45% (n = 310,000); HEK293 M3R/RGS4 inducible, Fluo-4 calcium flux; hits give high values; triggered by carbachol at its EC20; B-score at 10 µM; AID 463165;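 active = B-score, a plate-corrected calcium signal, over three deviations above library mean, with baseline fluorescence within five deviations of library mean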;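 note: RGS4 expression induced by doxycycline in cells with stable M3 receptor; B-score is computed from the integrated fluorescence ratio over baseline after carbachol; higher B-score means a larger calcium signal and so more RGS4 inhibition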
# The depositor's hits bear a star; i = inactive; x = no result given.
# Results follow in this order: MrgX1 ag, TRPC4 act, TMEM16A act, ANO1 block, RGS4 block, TRPC4 block, TRPC6 activator, MrgX1 antagonist, MrgX1 PAM, TRPC4 PAM, TRPC6 inh
1: CN(C)CCCNC(=S)Nc1ccc(Br)cc1
  i, i, i, i, i, i, i, i, i, i, i
2: COc1ccc(C2SCCN2S(=O)(=O)c2ccccc2)cc1 (stereo not given)
  i, i, i, i, i, i, i, i, i, i, i
3: COC(=O)Cc1c(C)c2c(OCc3nn[nH]n3)cc(C)cc2oc1=O
  i, i, i, i, i, i, i, i, i, i, i
4: CCN(CC(O)c1cccc(O)c1)C(=O)C12CC3CC(CC(C3)C1)C2 (stereo not given)
  i, i, i, i, i, i, i, i, i, i, i
5: C/C(=N\NC(=O)c1ccc2c(c1)OCCO2)c1ccccc1
  i, i, i, i, i, i, i, i, i, i, i
6: COC(=O)C(C)Sc1nc2c(cnn2-c2ccc(C)cc2)c(=O)[nH]1 (stereo not given)
  i, i, i, i, i, i, i, i, i, i, i
7: CC(=O)C(Cc1ccccc1)NC(=O)CCl (stereo not given)
  i, i, i, i, i, i, i, i, i, i, i
8: CC1CCCN(C(=O)CCS(=O)(=O)c2ccc3c(c2)n(C)c(=O)c(=O)n3C)C1 (stereo not given)
  i, i, i, i, i, i, i, i, i, i, i
9: COc1ccc(NC(=O)c2ccc(-c3csc(C)n3)cc2)cc1
  i, i, i, i, i, i, i, i, i, i, i
10: CNc1nc(N(C)C)nc(N(C)C)n1
  i, i, i, i, i, i, i, i, i, i, i
11: COc1ccc(C2CC(c3c(-c4ccccc4)c4cc(Cl)ccc4[nH]c3=O)=NN2S(C)(=O)=O)cc1OC (stereo not given)
  i, i, i, i, i, i, i, i, i, i, i
12: Cc1ccc(CNC(=O)C(=O)NCC2OCCN2C(=O)c2ccc(Cl)cc2)cc1 (stereo not given)
  i, i, i, i, i, i, i, i, i, i, i
13: COc1cccc(/C=N/Nc2nc3ccccc3[nH]2)c1OC
  i, i, i, i, i, i, i, i, i, i, i
14: Cc1ccc(SC(C)C(=O)Nc2c(C)n(C)n(-c3ccccc3)c2=O)cc1 (stereo not given)
  i, i, i, i, i, i, i, i, i, i, i
15: Clc1ccc(Oc2cnns2)c(Cl)c1
  i, i, i, i, i, i, i, i, i, i, i
16: COc1ccccc1-n1c(=O)c2c3c(sc2n2c(SC)nnc12)CCC3
  i, i, i, i, i, i, i, i, 15.2*, i, i
17: COC(=O)/C(=N/Nc1ccccc1C)N1CCCc2ccccc21
  i, i, i, i, i, i, i, i, i, i, i
18: Cc1cc(-c2ccc(C)c(S(=O)(=O)NCC3CCN(Cc4ccccc4F)CC3)c2)on1
  i, i, i, i, i, i, i, i, i, i, -5.03*
19: CC(C)N1C(=O)/C(=C\c2nc3ccccc3c(=O)[nH]2)c2ccccc21
  i, x, i, i, x, x, x, i, i, x, x
20: Cc1ccc[n+](CC(=O)Nc2nc3ccccc3s2)c1
  i, i, i, i, i, i, i, i, i, i, i
21: COC(=O)c1cccc(NC(=O)CSc2nc(C)cc(=O)[nH]2)c1
  i, i, i, i, i, i, i, i, i, i, i
22: NC(N)=Nc1nc2ccc(Cl)cc2c(=O)[nH]1
  i, i, i, i, i, i, i, i, i, i, i
23: CCCC[C@@H]1C[C@H]1[C@@H](NC(=O)c1ccco1)c1ccccc1C(F)(F)F
  i, i, x, i, i, i, i, i, i, i, i
24: Fc1cc2[nH]c(=S)[nH]c2cc1Cl
  i, i, i, i, i, i, i, i, i, i, i
25: Cc1[nH]c(C)c(S(=O)(=O)NCCc2ccc(S(N)(=O)=O)cc2)c1C(=O)N1CCCC1
  i, i, i, i, i, i, i, i, i, i, i
26: CCCCn1c(N)c(N(CCC(C)C)C(=O)C2CC(=O)N(c3ccc4c(c3)OCCO4)C2)c(=O)[nH]c1=O (stereo not given)
  i, i, i, i, i, i, i, i, i, i, i
27: O=C(Cn1nnc2c(cnn2-c2ccc(F)cc2)c1=O)Nc1ccccc1C(F)(F)F
  i, i, i, i, i, i, i, i, i, i, i
28: Cc1ccnc2nc(C(=O)OCC(=O)N3CCc4ccccc43)nn12
  i, i, i, i, i, i, i, i, i, i, i
29: O=C(Nc1ccc(Cl)cc1)N1CCc2ccccc2C1
  i, i, i, i, i, i, i, i, i, i, i
30: Cc1ccccc1NC(=O)CN1CCC(n2nnc3ccccc32)CC1
  i, i, i, i, i, i, i, i, i, i, i
31: Cc1ccc(C(=O)N2CCCC(N3CCN(c4cccc(C(F)(F)F)c4)CC3)C2)s1 (stereo not given)
  i, i, i, i, i, i, i, i, i, i, i
32: COc1ccc(CNC(=S)N2CCN(Cc3ccccc3)CC2)cc1
  i, i, i, i, i, i, i, i, i, i, i
33: Cc1cc(-c2n[nH]c(=S)n2/N=C/c2cccc([N+](=O)[O-])c2)n[nH]1
  i, i, i, i, i, i, i, i, i, i, i
34: O=C(Nc1cccc(-c2nc3cccnc3s2)c1)c1cccnc1Cl
  i, i, i, i, i, i, i, i, i, i, i
35: COc1cccc(N2CCN(C(=O)CN3C(=O)NC4(CCCC4)C3=O)CC2)c1
  i, i, i, i, i, i, i, i, i, i, i
36: CC(C)(C)c1ccccc1OCCCCN1CCCC1
  i, i, i, i, i, i, i, i, i, i, i
37: COc1ccc(NC2CCCN(C(=O)CCc3cn[nH]c3)C2)cc1 (stereo not given)
  i, i, i, i, i, i, i, i, i, i, i
38: Cn1c(SCC(O)c2ccccc2)nnc1-c1ccc2ccccc2c1 (stereo not given)
  i, i, i, i, i, i, i, i, i, i, i
39: Cc1onc(-c2c(Cl)cccc2Cl)c1C(=O)NNC(=O)c1c(-c2c(Cl)cccc2Cl)noc1C
  i, i, i, i, i, i, i, i, i, i, i
40: C=CCNC(=O)c1ccc(-c2ccc([N+](=O)[O-])cc2)o1
  i, i, i, i, i, i, i, i, i, i, i
41: O=C(O)c1ccc(/C=N/N2CCN(c3ccccc3)CC2)cc1
  i, i, i, i, i, i, i, i, i, i, i
42: COc1ccc(/C=C/C(=O)N(Cc2cccs2)C2CCS(=O)(=O)C2)cc1 (stereo not given)
  i, i, i, i, i, i, i, i, i, i, i
43: Cc1ccc(S(=O)(=O)N(C)c2ccc(C(=O)N3CCN(Cc4ccc5c(c4)OCO5)CC3)cc2)cc1
  i, i, i, i, i, i, i, -5.24*, i, i, i
44: CCCCCCCCN1[C@@H](CC(=O)OCC)c2cc(F)ccc2S1(=O)=O
  i, i, i, 25*, i, x, i, i, i, i, i
45: COc1ccc(NC(=O)CS(=O)(=O)Cc2nc(-c3ccc(C)cc3)oc2C)cc1
  i, i, i, i, i, i, i, i, i, i, i
46: CC(C)OC(=O)C(C)Nc1ccc(F)c(Cl)c1 (stereo not given)
  i, i, i, i, i, i, i, i, i, i, i
47: Cc1ccc(CNC(=O)CCS(=O)(=O)c2ccc(Cl)cc2)cc1
  i, i, i, i, i, i, i, i, i, i, i
48: O=C(CCn1c(=O)[nH]c2ccsc2c1=O)N1CCN(c2cccc(Cl)c2)CC1
  i, i, i, i, i, i, 15.1*, i, i, i, -12.9*
49: N#Cc1c(N)n[nH]c1-c1cc2c([nH]1)CCCC2
  i, i, i, i, i, i, i, i, i, i, i
50: COc1ccc(-c2nc(CS(=O)CC(=O)NCCC3=CCCCC3)c(C)o2)cc1 (stereo not given)
  i, i, i, i, i, i, i, i, i, i, i
51: Cc1[nH]c(C)c(S(=O)(=O)NCC(C)c2ccccc2)c1C(=O)N1CCCCC1 (stereo not given)
  i, i, i, i, i, i, i, i, i, i, i
52: O=C(/C=C/c1cccs1)N1CCOCC1
  i, i, i, i, i, i, i, i, i, i, i
53: COc1ccc(C(C)=O)cc1COC(=O)c1c(C)noc1C
  i, i, i, i, i, i, i, i, i, i, i
54: CC(=O)c1ccc(N2CCN(C(=O)CCN3C(=S)NC(C)(C)CC3C)CC2)cc1 (stereo not given)
  i, i, i, i, i, i, i, i, i, i, i
55: CCCOc1ccc(C(=O)OCC(=O)c2c(N)n(C)c(=O)n(C)c2=O)cc1OCC
  i, i, i, i, i, i, i, i, i, i, i
56: CCOC(=O)C1C(=O)C=C(c2ccc(Br)cc2)CC1c1ccco1 (stereo not given)
  i, i, i, i, i, i, i, -5.74*, i, i, i
57: COc1ccc(CC(=O)Oc2ccccc2C)cc1S(=O)(=O)N1CCOCC1
  i, i, i, i, i, i, i, i, i, i, i
58: Cc1cccc(NC(=O)CCc2ccc(S(=O)(=O)NC3CCCCC3)cc2)c1
  i, i, i, i, i, i, i, i, i, i, i
59: Cc1cccc(C)c1N=C1SC(CC(=O)Nc2c(C)cccc2C)C(=O)N1CCc1ccccn1 (stereo not given)
  i, i, i, i, i, i, i, i, i, i, i
60: COc1ccc(C(=O)/C=C/Nc2cc(C)ccn2)cc1
  i, i, i, i, i, i, i, i, i, i, i

# Next part.
# Results follow in this order: MrgX1 ag, TRPC4 act, TMEM16A act, ANO1 block, RGS4 block, TRPC4 block, TRPC6 activator, MrgX1 antagonist, MrgX1 PAM, TRPC4 PAM, TRPC6 inh
61: Cc1cc(C)c(NC(=O)CSc2nnc(SCC(=O)Nc3c(C)cc(C)cc3C)n2N)c(C)c1
  i, i, i, i, i, i, i, i, i, i, i
62: COc1ccc(CC(=O)NCc2n[nH]c(=S)n2-c2ccc(Br)cc2)cc1
  i, i, i, i, i, i, i, i, i, i, i
63: Cn1c(/C=N/NC(=O)c2ccccc2)nc2ccccc21
  i, i, i, i, i, i, i, i, i, i, i
64: CCOC(=O)/C(C#N)=C(C)/C=C1\Sc2ccccc2N1CC
  i, i, i, i, i, i, i, -5.37*, i, i, i
65: O=C(Cn1cnc2c(cnn2-c2ccccc2)c1=O)N1CCN(c2ccc(F)cc2)CC1
  i, i, i, i, i, i, i, i, i, i, i
66: COc1cc(=O)[nH]c(SC(C)C(=O)Nc2nc3c(s2)CCCC3)n1 (stereo not given)
  i, i, i, i, i, i, i, i, i, i, i
67: COc1ccc(-c2nnc3ccc(SCC(=O)N4CCCCC4)nn23)cc1OC
  i, i, i, i, i, i, i, i, i, i, i

# From PubChem
